Tb PFK block: T. brucei PFK enzyme inhibition; Potency, µM (top dose mostly 57.5 µM), for the others: at the top dose activity, negative = inhibition, actives largely listed as inhibitors; T. brucei PFK, ADP-Glo luminescence; O15648; 330,000 compounds, 0.17% hits; AID 485367;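 further: potency means the concentration at half of the fitted maximal effect; 0% = uninhibited 1x PFK enzyme wells and -100% = no-enzyme wells; nearly all actives have a fitted effect of over 60% in size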
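Compounds were pin-transferred as a titration series up to 57 uM into substrate buffer (0.5 mM F6P, 0.1 mM ATP, pH 8.0), then 1.25 nM PFK was added and reactions ran 45 min before ADP-Glo detection.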
TSHR antag: human thyrotropin receptor antagonism; P16473; TSHR-expressing cells, TSH-stimulated cAMP HTRF, 2 h; stronger effect = lower value; activity change, negative = inhibition, % at 11.5 µM; 330,000 compounds, 0.2% hits; AID 504810;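 active means activity change below a set negative limit, meaning inhibition stronger than a set level, cut at about -70% in these data; inconclusive means activity change between two set negative limits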; further: on the % scale 0 is the no-effect control and ±100 the full control effect
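TSHR-expressing cells were treated with compounds, then stimulated with TSH at EC80 (4nM final) for 2 hours at 37 deg C. Cellular cAMP was measured by HTRF competition between lysate cAMP and cAMP-d2 for a cryptate-labelled anti-cAMP antibody.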
CXXC DNA block: blocks binding of human MLL CXXC domain to DNA; Q03164; MLL-CXXC / FITC-HOXA9 DNA fluorescence polarization; Potency, µM (top dose mostly 115 µM), for inactives: top-dose activity change, negative = inhibition, usual class: inhibitors; 290,000 compounds, 0.037% hits; active means well fitted inhibition curve with a large enough effect in the polarisation, with a control signal flat, not every such curve was filed as active; inconclusive means small, poorly fitted or top-dose-only effect, or effect the other way, or a change in a side signal; inactive means no such curve, though single readings can be large or run the other way; the % refers to the polarisation; further: potency means the concentration at half of the fitted maximal effect
Target sequence (Q03164 whole entry, looked up, the tested form may be a part): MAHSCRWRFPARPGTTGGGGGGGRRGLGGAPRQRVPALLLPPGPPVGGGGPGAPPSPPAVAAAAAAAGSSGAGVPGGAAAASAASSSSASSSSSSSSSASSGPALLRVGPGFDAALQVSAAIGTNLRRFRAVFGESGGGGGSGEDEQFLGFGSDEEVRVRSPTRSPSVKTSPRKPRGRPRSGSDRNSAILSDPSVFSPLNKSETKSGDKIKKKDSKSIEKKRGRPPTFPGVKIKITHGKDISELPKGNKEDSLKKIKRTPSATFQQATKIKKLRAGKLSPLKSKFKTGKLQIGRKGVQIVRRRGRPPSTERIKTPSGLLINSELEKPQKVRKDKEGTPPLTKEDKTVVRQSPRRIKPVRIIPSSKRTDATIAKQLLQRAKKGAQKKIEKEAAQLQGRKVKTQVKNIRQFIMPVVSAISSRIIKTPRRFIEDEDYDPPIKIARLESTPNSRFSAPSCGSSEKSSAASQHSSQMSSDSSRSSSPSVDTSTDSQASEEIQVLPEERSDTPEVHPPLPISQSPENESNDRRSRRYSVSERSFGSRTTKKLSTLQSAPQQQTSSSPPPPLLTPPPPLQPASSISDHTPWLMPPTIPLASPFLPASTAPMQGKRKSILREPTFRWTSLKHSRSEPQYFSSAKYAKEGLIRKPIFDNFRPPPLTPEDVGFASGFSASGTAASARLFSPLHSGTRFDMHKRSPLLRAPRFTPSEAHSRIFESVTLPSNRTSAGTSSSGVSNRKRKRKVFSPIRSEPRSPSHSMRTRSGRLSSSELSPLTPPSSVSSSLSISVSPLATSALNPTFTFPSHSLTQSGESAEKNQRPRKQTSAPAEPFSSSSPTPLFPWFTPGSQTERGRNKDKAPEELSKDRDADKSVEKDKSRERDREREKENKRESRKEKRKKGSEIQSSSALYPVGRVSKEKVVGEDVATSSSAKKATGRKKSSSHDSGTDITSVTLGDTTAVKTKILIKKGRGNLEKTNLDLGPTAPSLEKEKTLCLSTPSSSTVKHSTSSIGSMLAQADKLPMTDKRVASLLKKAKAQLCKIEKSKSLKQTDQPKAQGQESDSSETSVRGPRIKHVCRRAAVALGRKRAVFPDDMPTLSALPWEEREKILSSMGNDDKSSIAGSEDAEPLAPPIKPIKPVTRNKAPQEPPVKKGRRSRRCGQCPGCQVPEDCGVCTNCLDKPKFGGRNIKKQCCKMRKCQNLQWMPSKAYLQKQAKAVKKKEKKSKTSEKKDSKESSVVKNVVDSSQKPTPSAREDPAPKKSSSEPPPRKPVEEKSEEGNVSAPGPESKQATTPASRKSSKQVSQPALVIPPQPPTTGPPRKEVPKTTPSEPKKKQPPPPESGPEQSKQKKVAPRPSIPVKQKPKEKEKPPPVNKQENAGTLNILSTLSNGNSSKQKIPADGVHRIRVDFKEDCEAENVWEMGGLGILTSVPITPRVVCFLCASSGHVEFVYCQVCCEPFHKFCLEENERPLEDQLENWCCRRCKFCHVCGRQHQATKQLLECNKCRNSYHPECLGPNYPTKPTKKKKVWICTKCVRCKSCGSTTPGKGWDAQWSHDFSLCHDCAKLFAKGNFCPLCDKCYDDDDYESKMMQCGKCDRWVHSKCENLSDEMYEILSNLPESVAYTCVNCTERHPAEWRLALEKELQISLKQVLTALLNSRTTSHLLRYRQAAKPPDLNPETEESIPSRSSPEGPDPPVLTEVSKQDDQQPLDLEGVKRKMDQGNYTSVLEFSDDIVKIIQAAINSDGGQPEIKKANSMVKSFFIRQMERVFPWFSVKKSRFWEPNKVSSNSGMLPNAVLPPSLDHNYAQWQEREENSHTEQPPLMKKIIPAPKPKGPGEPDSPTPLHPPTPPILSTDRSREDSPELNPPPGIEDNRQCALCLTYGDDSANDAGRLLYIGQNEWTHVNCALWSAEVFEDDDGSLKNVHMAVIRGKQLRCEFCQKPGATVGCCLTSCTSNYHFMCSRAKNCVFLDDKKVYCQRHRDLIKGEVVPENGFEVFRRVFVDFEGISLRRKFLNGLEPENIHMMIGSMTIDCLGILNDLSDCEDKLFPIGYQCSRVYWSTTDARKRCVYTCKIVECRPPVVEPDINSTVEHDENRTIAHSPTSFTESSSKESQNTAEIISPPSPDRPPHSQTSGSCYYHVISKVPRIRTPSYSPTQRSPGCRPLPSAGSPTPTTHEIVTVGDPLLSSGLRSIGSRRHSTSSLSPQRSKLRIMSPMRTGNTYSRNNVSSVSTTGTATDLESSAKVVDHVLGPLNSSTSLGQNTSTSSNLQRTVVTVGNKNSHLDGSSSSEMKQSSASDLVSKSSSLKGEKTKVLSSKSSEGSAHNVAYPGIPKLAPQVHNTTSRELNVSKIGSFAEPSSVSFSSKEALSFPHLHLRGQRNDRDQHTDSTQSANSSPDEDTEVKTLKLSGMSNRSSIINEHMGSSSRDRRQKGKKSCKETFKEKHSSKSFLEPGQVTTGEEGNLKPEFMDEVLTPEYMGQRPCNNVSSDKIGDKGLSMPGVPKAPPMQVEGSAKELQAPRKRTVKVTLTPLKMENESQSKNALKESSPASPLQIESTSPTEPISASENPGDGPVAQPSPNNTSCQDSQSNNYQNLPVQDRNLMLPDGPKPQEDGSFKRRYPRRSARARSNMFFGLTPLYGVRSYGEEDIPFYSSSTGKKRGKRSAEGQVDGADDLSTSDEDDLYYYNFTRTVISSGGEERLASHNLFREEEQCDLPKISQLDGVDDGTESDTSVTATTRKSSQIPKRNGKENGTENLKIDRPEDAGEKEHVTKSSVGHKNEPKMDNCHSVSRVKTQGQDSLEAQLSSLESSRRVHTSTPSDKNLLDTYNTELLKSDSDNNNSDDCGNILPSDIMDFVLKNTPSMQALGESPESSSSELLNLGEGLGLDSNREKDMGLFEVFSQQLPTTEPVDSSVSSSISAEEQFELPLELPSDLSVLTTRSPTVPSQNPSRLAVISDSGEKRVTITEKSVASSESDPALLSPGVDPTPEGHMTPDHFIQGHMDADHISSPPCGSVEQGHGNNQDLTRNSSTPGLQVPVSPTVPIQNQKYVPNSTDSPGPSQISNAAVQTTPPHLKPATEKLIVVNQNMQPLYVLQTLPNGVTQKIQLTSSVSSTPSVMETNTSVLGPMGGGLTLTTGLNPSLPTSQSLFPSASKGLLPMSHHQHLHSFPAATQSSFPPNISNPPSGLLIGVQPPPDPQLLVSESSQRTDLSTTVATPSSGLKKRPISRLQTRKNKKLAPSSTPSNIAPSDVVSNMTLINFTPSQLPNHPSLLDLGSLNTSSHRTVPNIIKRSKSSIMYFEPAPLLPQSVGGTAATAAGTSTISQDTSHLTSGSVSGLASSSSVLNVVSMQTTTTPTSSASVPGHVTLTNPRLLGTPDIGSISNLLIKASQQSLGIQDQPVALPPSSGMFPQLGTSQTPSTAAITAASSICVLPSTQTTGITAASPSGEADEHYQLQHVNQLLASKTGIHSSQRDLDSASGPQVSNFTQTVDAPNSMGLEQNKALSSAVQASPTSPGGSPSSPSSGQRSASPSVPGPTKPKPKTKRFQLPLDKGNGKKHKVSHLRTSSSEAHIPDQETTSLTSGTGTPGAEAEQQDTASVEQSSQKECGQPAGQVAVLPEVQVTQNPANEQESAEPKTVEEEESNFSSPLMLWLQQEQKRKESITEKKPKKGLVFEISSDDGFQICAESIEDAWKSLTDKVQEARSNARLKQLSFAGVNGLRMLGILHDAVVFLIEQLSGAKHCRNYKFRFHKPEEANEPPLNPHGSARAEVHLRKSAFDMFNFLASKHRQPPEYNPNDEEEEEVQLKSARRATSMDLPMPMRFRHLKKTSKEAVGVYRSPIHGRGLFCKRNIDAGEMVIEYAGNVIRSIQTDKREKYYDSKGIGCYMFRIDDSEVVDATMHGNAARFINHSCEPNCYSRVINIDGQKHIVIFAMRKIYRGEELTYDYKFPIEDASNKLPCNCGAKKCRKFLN
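Purified MLL-CXXC (added from a 7 uM solution) was preincubated 5 min at ambient with pinned compounds in 50 mM Tris-HCl pH 7.5, 50 mM NaCl, 1 mM DTT, 0.05% BSA. Fluorescein-labeled HOX-A9 DNA (50 nM solution) followed, 30 min, then polarization read.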
KCNH2 WT inh: blocks the wildtype human KCNH2 potassium channel. U2OS, BacMam KCNH2, thallium flux FluxOr; stronger effect = lower value. AID 720551. 340,000 compounds, 0.37% hits. activity change, % at 1.84 µM. Q12809;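 active means maximum activity change below -70%; inconclusive means maximum activity change between -70% and -50%; inactive means maximum activity change above -50%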; further: on the % scale 0 is the no-effect control and ±100 the full control effect
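U2OS cells were transduced with wild-type KCNH2 virus (2.03 x 10^8 / mL) for 4 h at room temperature, then cultured overnight at 37 C. Thallium flux was read with FluxOr dye. Rate constants were normalized to DMSO controls.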
Giardia kill: Giardia lamblia killing; Giardia lamblia trophozoite viability; activity change, % at 7.66 µM, hits read low; 340,000 compounds, 0.15% hits; AID 540267; in the data active means activity change below about -80%; inconclusive means between about -30% and that limit;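 further: parasites exposed to compound for two days anaerobically before the ATP read; on the % scale 0 is the no-effect control and ±100 the full control effect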
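Trophozoite viability was measured as ATP-dependent luminescence, read 15-30 min after reagent addition. Before that, parasites at 100 cells/well were exposed to compounds for 48 h, anaerobically, at 37 deg C.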
Chronic BCR inh: inhibitors of chronic active B-cell receptor signaling | ABC-DLBCL IkBa-CBG/CBR reporter, luminescence ratio, 4 h | 340,000 compounds, 0.05% hits | Potency, µM (doses to about 46.1 µM), inactives show at the top dose ratio change, negative = lower green/red ratio, most hits filed as inhibitors; active means well fitted inhibition curve with a large enough effect in the signal ratio, with a control signal flat, not every such curve was filed as active; inconclusive means small, poorly fitted or top-dose-only effect, or effect the other way, or a change in a side signal; the % refers to the signal ratio;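 further: potency means the concentration at half of the fitted maximal effect; plate controls were basal doxycycline-induced cells for no effect and cells given 10 µM MG132 for full effect; MG132 reads +100%, hits lower the ratio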
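Doxycycline induced both beetle luciferases in TMD8 lymphoma cells; IKK-driven degradation limits the IkappaBalpha-fused green signal, while red luminescence normalises for cell number and nonspecific effects. Compounds tested up to 46 uM, 4 hrs.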
A-T KAP1 phos: candidate therapy for ataxia-telangiectasia; […] A-T fibroblasts, KAP-1 phosphorylation AlphaLISA; neocarzinostatin DNA damage 30 min before lysis; AID 485349; Potency, µM (top dose mostly 57.5 µM), for the others: at the top dose activation, hits mostly activators; 320,000 compounds, 0.19% hits; further: potency means the concentration at half of the fitted maximal effect; % of control where 0% means no effect; nearly all actives have a fitted effect of over 45% in size
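ATM-like activity read as KAP-1 phosphorylation via AlphaLISA donor/acceptor antibody pairs after lysis and 6 hr at 25C. Cells were ATM-null patient fibroblasts ([…], hTERT), dosed 60 min, then exposed to the DSB inducer NCS for 30 min.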
GALK inh: blocks human galactokinase activity; 270,000 compounds, 0.007% hits; AID 1868; Purified GALK, Kinase-Glo residual ATP luminescence; P51570; Potency, µM (series often up to 57.5 µM), for the others: at the top dose activity change, negative = inhibition, most hits filed as inhibitors; further: potency means the concentration at half of the fitted maximal effect; on the % scale 0 is the no-effect control and ±100 the full control effect
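Galactose (100 uM) and ATP (35 uM) were turned over by 5 nM GALK for 1 h at RT. Kinase-Glo Plus then converted the remaining ATP into a luminescent signal.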
Coupling enz: inhibits coupling enzyme system, counter-screen for aldolase hits | coupling enzyme system counterscreen, AmpLite Red fluorescence | activity change, negative = inhibition, % at 58.2 µM, hits read low | 290,000 compounds, 0.67% hits; in the data active means activity change below about -30%; further: on the % scale 0 is the no-effect control and ±100 the full control effect
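Counterscreen lacking aldolase: glyceraldehyde-3-phosphate coupling-enzyme reagent preincubated 10 min at RT with compound (at 57.5 uM final), then substrate/coupling system with AmpLite Red added; fluorescence read at 525/598 nm after 20 min RT.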
TCR act: activators of T cell receptors. primary human leukocytes, anti-CD3, IL-2 HTRF, 48 h. Potency, µM (series often up to 9.22 µM), inactives show top-dose activation of IL-2 secretion, actives largely listed as activators. 330,000 tested, under 10 active. AID 504894; further: % of control where 0% means no effect
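TCR engagement came from a-CD3 beads alone, with compounds added to primary human leukocytes for 48 hr. Secreted IL-2 bridged europium cryptate- and d2-labelled anti-IL-2 antibodies, giving FRET emission at 665nm after 320nm excitation.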
Numbers without * were called inactive; ? = inconclusive; . = no result given; [ ] = another dose, or the depositor's remark. Unless noted, the call rests on the fitted dose curve; in most records, active means well fitted curve in the direction sought with a large enough effect; inconclusive means small, poorly fitted or top-dose-only effect, or another doubt; inactive means no such curve, though single readings can be large; an effect the other way counts as inactive or inconclusive. Rows were taken by chance; about 1.6% have a hit in one of these screens.

SMILES | Tb PFK block | TSHR antag | CXXC DNA block | KCNH2 WT inh | Giardia kill | Chronic BCR inh | A-T KAP1 phos | GALK inh | Coupling enz | TCR act
O=S(=O)(c1cc(F)ccc1F)N1CCN2CCCC2C1 (stereo not given) | -5% | 16 | 2% | 4 | 4 | 5% | -12% | 5% | 0 | -4%
O=C(NCCc1cccs1)C1CC(c2ccccc2[N+](=O)[O-])=NO1 (stereo not given) | 0% | -4 | 0% | -8 | 5 | 5% | 1% | 0% | -1 | -3%
CCOC(=O)Cc1cc(=O)[nH]c(Nc2nc3ccccc3o2)n1 | -2% | -22 | -16% | -13 | 6 | ? | 3% | -18% | -1 | -2%
O=C(CSc1nnc(COc2ccc(Br)cc2)o1)N1CCOCC1 | 3% | -5 | -11% | -4 | -5 | ? | 3% | 2% | 4 | 2%
O=C1C2CCCN2C(=O)N1CCCCN1CCN(c2ccccc2)CC1 (stereo not given) | -2% | 26 | 6% | 26 | ? | 1% | . | 3% | -1 | 0%[46.1 µM]
CCC1(CC)NC(=O)N(CC(=O)OCC(=O)c2cc(C)c(C)cc2C)C1=O | 2% | 2 | . | -2 | 7 | -2% | -2% | . | . | 15%
CCCCCCSc1cccc(-c2nc3cc(C)ccn3c2NCc2ccccc2)c1 | -4% | -11 | . | -21 | 9 | 8% | 20µM* | . | . | 3%
COc1ccc(C(=O)NC(=S)N2CCOCC2)cc1OC | 1% | -5 | -15% | -12 | 44[activator] | -21% | -1% | -1% | 2 | 12%
COC(=O)c1nc2n(n1)C(c1cccc(Cl)c1)C1=C(CCCC1=O)N2 (stereo not given) | -2% | -85* | 17% | -11 | -10 | -1% | 14% | 1% | -1 | 3%
CCOC(=O)C(C)n1cnc2c(nnn2Cc2ccc(Cl)cc2)c1=O (stereo not given) | -4% | -5 | -9% | 7 | -6 | ? | . | 1% | -1 | -10%
Cc1ccc(C2C(C#N)=C(N)Oc3n[nH]c(-c4ccccc4)c32)o1 (stereo not given) | 1% | -2 | 5% | -10 | 11 | 1% | -2% | -2% | -29 | -2%
COc1cccc(C(=O)Nc2ccc(NC(=O)C(C)C)nc2)c1 | 2% | 14 | -2% | 9 | 35[activator] | 2% | -5% | 1% | 1 | -1%
Cc1cc2c(cc1S(=O)(=O)N1CCN(c3cccc(C)c3C)CC1)OCCN2C | -6% | 6 | . | 4 | -1 | 1% | -11% | . | 0 | -7%
COc1ccccc1CNC(=O)COC(=O)Cc1c(Cl)cccc1Cl | 6% | 51 | 7% | 12 | -1 | -10% | -1% | 0% | 0 | -11%[46.1 µM]
O=C(CN(Cc1ccc2c(c1)OCO2)C(=O)c1cnsn1)NC1CCCC1 | 2% | -6 | -7% | -3 | 1 | -1% | 7% | 3% | 3 | 3%
Cc1nc(S/C(=C/c2ccc(-c3ccc(Cl)cc3)o2)C(=O)O)n[nH]1 | 2% | -17 | ? | -14 | 1 | ? | 0% | -5% | -1 | 13%
CCOC(=O)CC1C(=O)NCCN1Cc1ccc(OC)c(OC)c1 (stereo not given) | 0% | -1 | -1% | -2 | 0 | -37% | 1% | 2% | 2 | 1%
COc1ccc(-c2cc(C)no2)cc1S(=O)(=O)Nc1ccc(NC(C)=O)cc1 | -8% | 3 | -2% | -2 | -26 | -7% | -3% | 1% | . | -7%
C=CCNc1nc(Cl)nc(Nc2ccc(OC)cc2)n1 | 1% | 20 | -10% | -2 | 25 | 8% | -3% | -5% | 0 | 5%
Cc1cc(C)n2nc(C(=O)OCC(=O)N3C(C)CCCC3C)nc2n1 (stereo not given) | 4% | -5 | . | -6 | 21 | 4% | -2% | . | . | -4%
O=C(NC1CCCCC1)c1ccc(CS(=O)(=O)c2ccc(Cl)cc2)o1 | -3% | -5 | -5% | 30 | -5 | -3% | 5% | -4% | . | -4%
CC(CC(=O)N1CCc2ccccc21)c1ccccc1 (stereo not given) | 2% | -11 | 0% | 1 | -13 | ? | 4% | -2% | -1 | -6%
CC(=O)n1cc(/C=N/NC(=O)c2ccccc2Cl)c2ccccc21 | 2% | 4 | -4% | -1 | 4 | -7% | -19% | 3% | -8 | -2%
Cc1[nH]c2ccccc2c1N=Nc1ccccc1F | -1% | -1 | 3% | -3 | -23 | ? | 3% | -2% | -1 | -4%
O=C(CSC1=Nc2ccccc2C2=NC(Cc3c[nH]c4ccccc34)C(=O)N12)NC1CCCCC1 (stereo not given) | 0% | 3 | -3% | -8 | 8 | ? | . | 1% | -7 | 0%
Cn1c(SCC(=O)c2cccs2)nnc1-c1ccco1 | -6% | -4 | 1% | -16 | -6 | 0% | 4% | 2% | -1 | -1%
CC(C)C(NC(=O)c1ccc(Cl)cc1Cl)C(=O)N1CCN(S(=O)(=O)c2ccccc2)CC1 (stereo not given) | 0% | -4 | . | 7 | 5 | 0% | -12% | . | . | -4%
Cc1nc2cc(NCc3ccc(Cl)cc3)ccc2n1C | -14% | -8 | -3% | 9 | -11 | 6% | 12% | 0% | 3 | 13%
COc1ccc(C(=O)NCC2CCCO2)cc1OC (stereo not given) | -4% | 3 | -1% | 8 | 12 | -1% | -8% | 4% | 1 | 5%
Nc1nc(-c2ccc3c(c2)NC(=O)CO3)cs1 | 3% | 11 | 2% | 10 | -9 | -1% | -4% | 3% | 3 | -1%
CC1CCN(S(=O)(=O)c2ccc(C(=O)NCc3ccc4c(c3)OCO4)cc2)CC1 | 0% | 5 | 33%[activator] | 2 | 8 | -7% | 3% | 0% | 2 | -5%
CCOC(=O)c1c(C)n(C)c2ccc(O)c(CN3CCC(C)CC3)c12 | -1% | -7 | 13% | -12 | -14 | ? | -4% | 1% | 1 | -2%
COc1cc2c(cc1OC)C(CC(=O)O)N(C(=O)CC1CCCC1)CC2 (stereo not given) | 2% | -1 | -3% | 4 | 1 | -2% | 2% | 11% | 2 | -4%
CC(C)CNC(=O)CSc1nnc(-c2ccccn2)n1Cc1ccccc1 | 3% | -1 | -4% | -8 | -8 | 0% | 14% | 1% | 0 | 1%
O=C(O)CCCn1cc(NC(=O)c2cccc(F)c2)cn1 | 0% | 15 | 3% | -4 | -6 | 15% | -1% | -1% | 4 | .
CCOC(=O)c1cnc(COc2ccccc2Cl)[nH]c1=O | -2% | -8 | -7% | 8 | 7 | 14% | -6% | -2% | -1 | 0%
CCNC(=S)Nc1ccccc1-c1ccccc1 | 0% | -11 | -3% | 1 | -9 | 1% | -6% | 2% | -2 | -11%[46.1 µM]
COn1c(C)c(C(C)=O)c2c3no[n+]([O-])c3ccc21 | -2% | -8 | 4% | -2 | 5 | 2% | 2% | -3% | 4 | -6%
Fc1ccc(CCNC(=S)Nc2ccc(F)c(Cl)c2)cc1 | -10% | -18 | 0% | -13 | 2 | ? | -2% | 4% | 1 | 7%
Cn1cc([N+](=O)[O-])c(C(=O)Nc2nc(-c3ccc(Cl)cc3)cs2)n1 | -5% | -30 | 19% | -2 | -22 | ? | -1% | 0% | -3 | 3%
NC(=O)c1ccc(OCC(=O)N2CCNC2=O)cc1 | -6% | -7 | . | 2 | -6 | 5% | 3% | . | . | -4%
O=C(Nc1ccccc1)Nc1cc(S(=O)(=O)N2CCOCC2)ccc1N1CCCC1 | -7% | 22 | 10% | 16 | -2 | 4% | 11% | 1% | 2 | 5%
CCN1CCN(C(=O)CS(=O)Cc2nc(-c3cccc(C)c3)oc2C)CC1 (stereo not given) | -1% | -4 | -1% | -9 | 18 | 2% | -10% | 2% | 2 | 2%
Cc1cc(C)nc(/N=C(\N)Nc2cc([N+](=O)[O-])ccc2C)n1 | 1% | -9 | 6% | 5 | 3 | 1% | 3% | -1% | -1 | 2%
O=C(O)C1CC1C(=O)Nc1cc(F)ccc1F (stereo not given) | -1% | 0 | -1% | -4 | -5 | -7% | 5% | 1% | 0 | 9%
COc1cccc(CN2CC(C(=O)NC3CCC(O)CC3)CCC2=O)c1 (stereo not given) | -3% | 2 | -3% | -1 | -5 | 0% | 10% | 3% | 1 | 2%

Sorted by length of the SMILES (smallest number first): 3 of the compounds above.
SMILES | Tb PFK block | TSHR antag | CXXC DNA block | KCNH2 WT inh | Giardia kill | Chronic BCR inh | A-T KAP1 phos | GALK inh | Coupling enz | TCR act
COn1c(C)c(C(C)=O)c2c3no[n+]([O-])c3ccc21 | -2% | -8 | 4% | -2 | 5 | 2% | 2% | -3% | 4 | -6%
COc1cccc(CN2CC(C(=O)NC3CCC(O)CC3)CCC2=O)c1 (stereo not given) | -3% | 2 | -3% | -1 | -5 | 0% | 10% | 3% | 1 | 2%
O=C(Nc1ccccc1)Nc1cc(S(=O)(=O)N2CCOCC2)ccc1N1CCCC1 | -7% | 22 | 10% | 16 | -2 | 4% | 11% | 1% | 2 | 5%

Assay outcomes: PubChem, National Center for Advancing Translational Sciences (NCATS)
